MsrA inh = bovine MsrA inhibition; actives 0.75% (n = 360,000); AID 651718; purified bovine MsrA, absorbance read-out; inhibition, % at 15.5 µM; in the data active means inhibition above about 4.5%;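 further: 0% = vehicle wells with enzyme and 100% = reference inhibitor wells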
An asterisk follows results filed as active. A portion of the library (hit frequency here may not be typical).

SMILES	MsrA inh
CCOC(=O)C1=CCN(S(=O)(=O)c2ccc([N+](=O)[O-])cc2)C1c1ccc(C)cc1 (stereo not given)	-0.1
Cc1cc(O)cc(=O)n1-c1cccc(C(F)(F)F)c1	0.7
COc1cccc(C2NC(=S)N(Cc3ccc(F)cc3)C(C)=C2C(C)=O)c1 (stereo not given)	0.0
CC(=O)O[C@@H]1C=C[C@@H](C#Cc2ccc(C(C)(C)C)cc2)O[C@@H]1COC(=O)Nc1ccccc1	0.7
N#Cc1ccc2nc(-c3ccc(CN4CCC(n5cc(-c6ccccc6)[nH]c5=O)CC4)cc3)c(-c3ccccc3)nc2c1	2.5
O=C(NCc1ccccc1)[C@H]1CCCN1C(=O)[C@H]1CCCN1C(=O)c1ccc(OC(F)(F)F)cc1	0.7
Cc1cccc(-n2c(SCN3C(=O)c4ccccc4C3=O)nc3ccccc3c2=O)c1	-0.6
CCOC(=O)C1=C(C(=O)OCC)C2N(Cc3ccc(C(F)(F)F)cc3)c3ccccc3[C@@]23C[C@@H](C(=O)OC)N(S(=O)(=O)c2ccc(OC)cc2)C3=N1 (stereo not given in full)	0.2
CCCC(=O)Nc1cc(C)c(NC(=O)Cc2ccccc2)cn1	1.9
CCCCOCCCNC(=O)C[C@H]1C[C@@]2(C(=O)OC)C(=C[C@H](C3CCCC3)O[C@@H]2C)N(Cc2ccccc2)C1=O	0.8
CCc1c(-c2cccc(OC)c2)ncn1CCc1ccccc1OC	1.1
COCc1cc(C)nc(N/N=C/c2ccc(-c3cc(C(=O)O)ccc3Cl)o2)c1C#N	5.3*

Some of the entries above, reformatted:
CC(=O)O[C@@H]1C=C[C@@H](C#Cc2ccc(C(C)(C)C)cc2)O[C@@H]1COC(=O)Nc1ccccc1
  MsrA inh: 0.7
N#Cc1ccc2nc(-c3ccc(CN4CCC(n5cc(-c6ccccc6)[nH]c5=O)CC4)cc3)c(-c3ccccc3)nc2c1
  MsrA inh: 2.5
O=C(NCc1ccccc1)[C@H]1CCCN1C(=O)[C@H]1CCCN1C(=O)c1ccc(OC(F)(F)F)cc1
  MsrA inh: 0.7
Cc1cccc(-n2c(SCN3C(=O)c4ccccc4C3=O)nc3ccccc3c2=O)c1
  MsrA inh: -0.6

Next compounds.
SMILES	MsrA inh
CC1CCN(C(=O)c2ncn3c2C(=O)NC[C@H]3C)CC1	1.6
Cc1cc(NC(=O)c2ccc(S(=O)(=O)N3CCOCC3)cc2)nc2c1c(=O)oc1ccccc12	1.3
CCC/C(=C1/c2ccccc2C(=O)N1c1ccccc1)c1ccc(C=O)o1	0.0
Cn1c(N)c(C(=O)COC(=O)c2cc(C(F)(F)F)nc3ccccc23)c(=O)n(C)c1=O	-0.9
COCCCn1cnn2c(=O)c3ccccc3nc2c1=O	1.2
CCOC(=O)C1=C(C(=O)OCC)C2N(Cc3ccc(C(F)(F)F)cc3)c3ccccc3[C@@]23C[C@@H](C(=O)OC)N(S(=O)(=O)c2cccs2)C3=N1 (stereo not given in full)	-0.3
COC(=O)c1cc2c(c3c4ccccc4n(S(=O)(=O)c4ccc(OC)cc4)c13)C(=O)N(Cc1ccc(N(C)C)cc1)C2	1.6
O=C(N[C@H](C(=O)N1CCC[C@H]1C(=O)NC1CCCC1)C1CCCCC1)c1cccs1	-0.1
O=C1CC(c2ccccc2)n2nc(NC(=O)c3cccnc3)nc2N1 (stereo not given)	0.6
Nc1ccn([C@@H]2O[C@H](C(=O)N[C@H](Cc3ccccc3)C(=O)N3CCSC3)[C@@H](O)[C@H]2O)c(=O)n1	-0.2
C(=C\c1ccccc1)/C=N/Nc1nncc(-c2ccccc2)n1	43*
COC(=O)[C@]12C[C@H](CC(=O)NCc3cccc4ccccc34)C(=O)N(Cc3ccccc3)C1=C[C@H](C1CCCC1)O[C@@H]2C	0.0
CCOC(=O)C1=C(Cc2ccc(C)cc2)C(=O)c2ccccc2C1=O	1.1
CCOC(=O)CN(C(=O)CSc1nnc2c(n1)[nH]c1c(C)cc(C)cc12)c1ccccc1	-0.2
Cc1ccc(C(=O)N2O[C@]34C=C[C@]25C[C@@H](O)CC[C@]5(C)C3CC[C@]2(C)[C@@H]([C@H](C)/C=C/[C@H](C)C(C)C)CC[C@H]24)cc1 (stereo not given in full)	0.2
COc1ccc(Sc2cccc3c2S(=O)(=O)N(C2CC2)C[C@@H](COCc2ccccc2)O3)cc1OC	1.2
C[C@@H]1C=CCCO[C@]12C(=O)N(CC1CC1)c1cccc(Br)c12	0.2
CCN1CCN(c2c(S(=O)(=O)c3ccc(Cl)cc3)cnc3ccccc23)CC1	1.0
O=C1NC(Cc2ccccc2)c2nc3ccc(F)cc3c(=O)n2-c2cc(Cl)ccc21 (stereo not given)	1.2
Nc1[nH]c(C(=O)c2ccccc2)c(-c2ccc3c(c2)OCO3)c1C(=O)NCCc1c[nH]c2ccccc12	1.1
C[C@H]1[C@@H](c2ccccc2)Oc2ccc(Cl)cc2S(=O)(=O)N1Cc1ccc(Cl)cc1	-0.3
C=CCN1C(=O)/C(=C2/Sc3ccc(OC)cc3N2C)SC1=Nc1ccc(OC)cc1	0.4
O=C(NCCc1ccc(Cl)cc1)c1ccc2c(=O)[nH]c3c(C(=O)NCC4CCCO4)sc(=S)n3c2c1 (stereo not given)	-0.4
O=S(=O)(c1cccs1)N1CCCc2nc(-c3ccc(F)cc3)ccc21	-0.9
COc1ccc(SSc2ccc(OC)cc2C(=O)O)c(C(=O)O)c1	3.3
C=CCN=C1NC(c2ccccc2)C(C(=O)OC)=C(C)N1Cc1cccc(C(F)(F)F)c1 (stereo not given)	-0.4
Cc1onc(-c2ccccc2)c1C(=O)N1CCN(C(=O)C(=O)c2cccc(C(F)(F)F)c2)CC1	-0.6
C[C@H](NC(=O)C[C@@H]1C[C@@H]2c3cc(NC(=O)C4CCC4)ccc3O[C@@H]2[C@@H](CO)O1)c1ccccc1	-0.4
Cc1cccc(NC(=O)CNC(=O)[C@@H](Cc2ccccc2)NC(=O)[C@H]2O[C@@H](n3ccc(=O)[nH]c3=O)[C@H](O)[C@@H]2O)c1C	0.9
COC(=O)C1=C(C)N(C)C(=NCc2ccc(OC)cc2)NC1c1ccc(Cl)cc1 (stereo not given)	-0.1
COc1ccc(CNC(=O)Cn2ncn3cccc3c2=O)cc1	2.9
Cc1cc(C)n(-c2nc(-n3nc(C)cc3C)c3c4c(sc3n2)COC(C)(C)C4)n1	0.5
COc1ccc(OCC2CN(C3CCCC3)S(=O)(=O)CCO2)cc1 (stereo not given)	-0.9
CCCN1C(=O)c2n[nH]c(C(C)C)c2C1c1cccc(C(F)(F)F)c1 (stereo not given)	-0.4
c1ccc2c(c1)OCc1nccn1-2	-0.7
COC(=O)[C@]12C[C@H](CC(=O)NCCC(C)C)C(=O)N(Cc3ccc4c(c3)OCO4)C1=C[C@H](C(C)(C)C)O[C@@H]2C	-0.4
O=[N+]([O-])c1ccc2c(c1)CCO[C@@]21O[C@H](CCO)C[C@H](O)[C@H]1O	-0.4
NC(N)=Nc1cc2ccccc2c2ccccc12	0.7
C[C@H]1[C@H](c2ccccc2)Oc2cccc(NCCc3ccccc3)c2S(=O)(=O)N1Cc1ccc(F)cc1	-0.5
COc1ccc(C2CC(=O)C(c3ccc4ccccc4c3)=CN2Cc2ccccc2)cc1 (stereo not given)	1.1
CC(C)[C@H](NC(=O)N1CCOCC1)C(=O)N1CCC[C@H]1C(=O)NCc1ccccc1	0.4
S=C1NCCOc2ccccc21	1.8
COC(=O)[C@H](Cc1ccccc1)NC(=O)[C@H]1O[C@@H](n2cnc3c(=O)[nH]c(N)nc32)[C@H](O)[C@@H]1O	1.6
COc1cccc(CNC(=O)[C@H]2CCCN2C(=O)[C@H]2CCCN2C(=O)c2ccc(OC(F)(F)F)cc2)c1	0.4
Nc1[nH]c(C(=O)c2ccccc2)c(-c2ccccn2)c1C(=O)c1c[nH]c2ccc(F)cc12	0.7
COc1ccc(C2NC(=S)N(Cc3ccc(Cl)cc3)C(C)=C2C(C)=O)cc1 (stereo not given)	-0.3
COc1ccc2c(c1)[C@@]1(OCCC=C[C@H]1C)C(=O)N2Cc1ccccc1C(F)(F)F	2.9
Cc1noc(C)c1NC(=O)N(C)C[C@@H]1OCc2cn(nn2)CCCC(=O)N([C@@H](C)CO)C[C@H]1C	-1.1
CCCCCCn1c(COc2ccccc2F)nnc1SCC(=O)c1c(N)n(C)c(=O)n(C)c1=O	-1.4
Cc1c(-c2ccccc2)nnn1-c1ccc(F)c(Cl)c1	-0.9
NC(=O)c1c(N)[nH]c(C(=O)c2ccccc2)c1-c1ccc(Br)cc1	1.2
C[C@H]1Cn2cnc(C(=O)N3CCN(C(=O)OC(C)(C)C)CC3)c2C(=O)N1	-0.8
N#CCC1(O)C(=O)Nc2ccccc21 (stereo not given)	0.0
O=C(NCc1ccccc1)[C@H]1CCCN1C(=O)[C@H]1CCCN1C(=O)c1cccc(Cl)c1	-0.2
COCc1cc(N2CCNC[C@@H]2C)ccc1N1CCN(Cc2ccccc2)[C@H](C)C1	1.1
COc1ccc(C2CC(=O)C(c3cccc(C)c3)=CN2Cc2ccccc2)cc1 (stereo not given)	4.2
O=C(O)C1CCCN1C(=O)c1cccc(Cl)c1 (stereo not given)	-0.1
C=CCN1CC(COCc2ccccc2)OCCS1(=O)=O (stereo not given)	-0.6
O=C(O)C(=Cc1ccc([N+](=O)[O-])cc1)c1ccccc1	2.7
CC(C)[C@H](NC(=O)c1ccccc1)C(=O)N1CCC[C@H]1C(=O)NCc1ccccc1	-0.8

19 structures from above, ordered by count of non-hydrogen atoms, high to low:
SMILES	MsrA inh
COC(=O)[C@]12C[C@H](CC(=O)NCCC(C)C)C(=O)N(Cc3ccc4c(c3)OCO4)C1=C[C@H](C(C)(C)C)O[C@@H]2C	-0.4
C[C@H]1[C@H](c2ccccc2)Oc2cccc(NCCc3ccccc3)c2S(=O)(=O)N1Cc1ccc(F)cc1	-0.5
CCCCCCn1c(COc2ccccc2F)nnc1SCC(=O)c1c(N)n(C)c(=O)n(C)c1=O	-1.4
Cc1noc(C)c1NC(=O)N(C)C[C@@H]1OCc2cn(nn2)CCCC(=O)N([C@@H](C)CO)C[C@H]1C	-1.1
COC(=O)[C@H](Cc1ccccc1)NC(=O)[C@H]1O[C@@H](n2cnc3c(=O)[nH]c(N)nc32)[C@H](O)[C@@H]1O	1.6
Nc1[nH]c(C(=O)c2ccccc2)c(-c2ccccn2)c1C(=O)c1c[nH]c2ccc(F)cc12	0.7
O=C(NCc1ccccc1)[C@H]1CCCN1C(=O)[C@H]1CCCN1C(=O)c1cccc(Cl)c1	-0.2
CC(C)[C@H](NC(=O)c1ccccc1)C(=O)N1CCC[C@H]1C(=O)NCc1ccccc1	-0.8
COc1ccc(C2CC(=O)C(c3cccc(C)c3)=CN2Cc2ccccc2)cc1 (stereo not given)	4.2
COc1ccc(C2NC(=S)N(Cc3ccc(Cl)cc3)C(C)=C2C(C)=O)cc1 (stereo not given)	-0.3
C[C@H]1Cn2cnc(C(=O)N3CCN(C(=O)OC(C)(C)C)CC3)c2C(=O)N1	-0.8
NC(=O)c1c(N)[nH]c(C(=O)c2ccccc2)c1-c1ccc(Br)cc1	1.2
O=[N+]([O-])c1ccc2c(c1)CCO[C@@]21O[C@H](CCO)C[C@H](O)[C@H]1O	-0.4
C=CCN1CC(COCc2ccccc2)OCCS1(=O)=O (stereo not given)	-0.6
O=C(O)C(=Cc1ccc([N+](=O)[O-])cc1)c1ccccc1	2.7
NC(N)=Nc1cc2ccccc2c2ccccc12	0.7
O=C(O)C1CCCN1C(=O)c1cccc(Cl)c1 (stereo not given)	-0.1
N#CCC1(O)C(=O)Nc2ccccc21 (stereo not given)	0.0
S=C1NCCOc2ccccc21	1.8

The list goes on:
SMILES	MsrA inh
Cc1ccc(C)c(N2CCN(CCCNC(=O)CCC(=O)N3CCOc4ccc(Cl)cc43)CC2)c1	2.5
CCc1c(-c2ccc(Cl)cc2)ncn1CCc1ccccc1OC	-0.2
Cc1ccc2nc(-c3ccc(Cl)cc3)c(Cc3ccsc3)n2c1	1.4
Clc1ccc(CN2CCN(c3ncc(Cc4ccccc4)cn3)CC2)cc1	0.6
CN1CCCCC(NC(=O)c2cccc([N+](=O)[O-])c2)C1=O (stereo not given)	-0.4
COc1ccc(/C(O)=C2/C(=O)C(=O)N(c3ncccn3)C2c2ccc(C(C)(C)C)cc2)cc1 (stereo not given)	1.1
Cc1c(C(=O)NCCCN2CCOCC2)sc2nc(-c3ccccc3)cn12	-0.4
COC(=O)C1=C(C)N(Cc2ccccc2C(F)(F)F)C(=NCc2ccccc2C(F)(F)F)NC1c1ccc(C(F)(F)F)cc1 (stereo not given)	-1.6
O=C1NC(Cc2ccccc2)c2nc3cc(Cl)ccc3c(=O)n2-c2cc(Cl)ccc21 (stereo not given)	0.8
Cn1c(=O)c2ccccc2n(C)c1=O	1.1
Cc1ccccc1-c1ccc2c(c1)[C@@H]1C[C@H](N(C)C(=O)c3ccco3)[C@H]([C@H](C)O)CN1CC2	-0.3
COCc1cc(N2CCN(C(=O)OC(C)(C)C)C[C@@H]2C)ccc1N1CC[C@H](O)C1	-1.2
CC(C)CCNC(=O)c1ccc(Cl)c(NC(=O)c2ccccc2F)c1	3.6
O=C(CCCn1c(=O)c2ccccc2n(Cc2cccc(F)c2)c1=O)NC1CCN(Cc2ccccc2)CC1	-1.3
Cc1cc(C)cc([C@H]2C[C@]34CN(C(=O)OC(C)(C)C)S(=O)(=O)[C@H]3C[C@H]2O4)c1	0.0
O=C(O)c1ccccc1/C=N/Nc1nc(N2CCCCC2)nc(N2CCCCC2)n1	0.2
COC(=O)[C@]12C[C@H](CC(=O)N3CCC(c4ccccc4)CC3)C(=O)N(Cc3ccccc3)C1=C[C@H](C1CCCC1)O[C@@H]2C	0.3
CC(=O)O[C@H]1C=C[C@@H](NC(=O)OC(C)(C)C)C1	-0.5
COC(=O)C1=C(C)N(Cc2ccccc2C(F)(F)F)C(=NCc2ccccc2)NC1c1cccc(F)c1 (stereo not given)	-0.8
COc1cccc(-c2ncn(CCc3ccccc3OC)c2CC(C)C)c1	0.2
CC[C@H](NC(=O)[C@@H](Cc1ccccc1)NC(=O)[C@H]1O[C@@H](n2cnc3c(=O)[nH]c(N)nc32)[C@H](O)[C@@H]1O)c1ccccc1	-0.2
CC(=O)NC1CCCCN(C)C1=O (stereo not given)	-0.1
NC(=O)Cn1cc(C(=O)COc2ccccc2)c2ccccc21	0.6
CCCCNc1cccc2c1S(=O)(=O)N[C@@H](Cc1ccccc1)CO2	0.1
C=C1[C@H](C)CN(S(=O)C(C)(C)C)[C@H]1CCO (stereo not given in full)	-0.4

Screens as filed in PubChem.
